CRFBP-R2 block = antagonists of CRF-binding protein/CRF-R2 receptor complex. HEK293 CRF-R2/CRF-BP, CRF-induced calcium fluorescence. inhibition, % at 11.8 µM. hit rate 0.59% among 350,000;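 active = inhibition of the ligand-induced calcium signal above about 50% at the single tested concentration, limit read from the data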
CHRM4 agonist = agonists of human muscarinic M4 receptor (CHRM4). hit rate 0.14% among 360,000. CHO-K1 hM4/Gqi5, Fluo-8 calcium fluorescence; vehicle 0%, full acetylcholine response 100%. P08173. AID 624127. activation, % at 3 µM;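 active = activation above the run mean over all test wells plus 3 SD, cut at about 32% in these data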;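 also: peak over basal fluorescence ratio per well then scaled between controls; 0% = DMSO wells and 100% = acetylcholine at EC100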
IDE inh = cellular human IDE inhibition | P14735 | hit rate 0.41% among 320,000 | inhibition, % at 5.59 µM | HEK cells, FAbetaB cleavage, fluorescence polarization | AID 434962;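 active = percent inhibition above the average of all tested compounds plus 3 SD, set per screening campaign, cut at about 16% in these data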;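 also: IDE supplied by intact live HEK cells; FP after avidin binding of uncleaved biotin substrate so inhibition keeps polarization high; 0% = DMSO wells and 100% = 60 µM reference IDE inhibitor Ii1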
Target sequence (P14735 whole entry, looked up): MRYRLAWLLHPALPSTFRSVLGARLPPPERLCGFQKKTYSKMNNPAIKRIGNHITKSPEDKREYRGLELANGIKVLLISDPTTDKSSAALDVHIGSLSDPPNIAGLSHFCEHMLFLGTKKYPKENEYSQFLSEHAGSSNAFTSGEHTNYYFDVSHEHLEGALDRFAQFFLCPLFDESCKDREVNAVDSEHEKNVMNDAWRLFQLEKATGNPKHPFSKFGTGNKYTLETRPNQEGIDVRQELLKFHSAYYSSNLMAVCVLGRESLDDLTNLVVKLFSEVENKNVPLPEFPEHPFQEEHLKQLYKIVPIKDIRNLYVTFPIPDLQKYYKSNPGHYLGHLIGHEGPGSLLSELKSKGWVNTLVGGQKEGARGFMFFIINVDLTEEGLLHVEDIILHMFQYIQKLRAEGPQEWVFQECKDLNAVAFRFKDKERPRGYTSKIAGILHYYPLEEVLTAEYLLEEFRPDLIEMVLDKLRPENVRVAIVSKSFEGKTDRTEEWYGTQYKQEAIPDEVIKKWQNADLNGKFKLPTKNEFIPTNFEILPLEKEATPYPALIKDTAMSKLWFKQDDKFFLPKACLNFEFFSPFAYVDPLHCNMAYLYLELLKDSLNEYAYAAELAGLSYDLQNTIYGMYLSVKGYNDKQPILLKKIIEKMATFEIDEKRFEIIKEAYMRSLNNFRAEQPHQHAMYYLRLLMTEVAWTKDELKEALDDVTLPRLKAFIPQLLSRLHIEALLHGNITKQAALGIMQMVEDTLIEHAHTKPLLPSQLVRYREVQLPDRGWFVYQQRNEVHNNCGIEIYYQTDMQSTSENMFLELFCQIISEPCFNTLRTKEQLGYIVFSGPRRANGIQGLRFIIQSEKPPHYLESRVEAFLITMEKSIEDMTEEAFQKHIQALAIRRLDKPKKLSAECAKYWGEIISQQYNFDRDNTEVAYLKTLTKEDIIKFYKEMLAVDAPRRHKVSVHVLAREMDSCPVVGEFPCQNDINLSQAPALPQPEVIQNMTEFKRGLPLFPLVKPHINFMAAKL
CRFBP-R2 agonist = CRF-BP/CRF-R2 complex agonism | AID 588473 | activation, % at 13.2 µM | HEK293 CRF-R2/CRF-BP, calcium dye fluorescence (FLIPR); percent of saturating CRF peptide response | hit rate 0.46% among 350,000;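 active = activation of at least 50%, plus an integration ratio under a set limit after plate pattern correction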;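 also: plate controls were neutral control wells without compound for no effect and CRF at EC100 for full effect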
M5 PAM = positive allosteric modulators of human muscarinic M5 receptor | CHO-K1 hM5, Fluo-8 calcium, ACh EC20 PAM; 0% = ACh EC20, 100% = ACh EC100 | hit rate 0.3% among 360,000 | AID 624038 | activation, % at 3 µM | P08912;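 active = activation above the run cutoff, the mean activation of all test compounds plus 3 SD, cut at about 18% in these data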
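Assay system: CHO-K1 hM5 cells / Incubation: Fluo-8 loading 80 min at 37 °C plus 30 min room temperature / Technique: Fluo-8 calcium dye fluorescence, kinetic read / Repeats: single replicate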
M5 antag = blocks acetylcholine activation of human M5 receptor. P08912. CHO-hM5 cells, Fluo-8 calcium fluorescence, ACh EC80. inhibition, % at 3 µM. hit rate 0.59% among 360,000. AID 624040;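 active = inhibition above a per-plate cutoff, the mean of that plate's test compounds plus 3 SD, cut at about 27% in these data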;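 also: 0% = acetylcholine EC80 with DMSO and 100% = DMSO without agonist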
CHRM4 antagonist = blocks acetylcholine activation of human M4 receptor; hit rate 0.73% among 360,000; P08173; CHO-hM4 cells, ACh EC80, Fluo-8 calcium fluorescence; inhibition, % at 3 µM;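 active = inhibition above its plate's cutoff, the mean inhibition of sample wells plus 3 SD, cut at about 27% in these data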;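 also: 0% = acetylcholine EC80 with DMSO and 100% = DMSO without agonist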
CHRM5 agonist = CHRM5 agonism in calcium assay; CHO-K1 hM5 cells, Fluo-8 calcium fluorescence; 0% DMSO wells, 100% maximal acetylcholine response; hit rate 0.19% among 360,000; AID 624037; activation, % at 3 µM;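 active = activation above the run's mean over test compounds plus 3 SD, cut at about 23% in these data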;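 also: signal is peak over basal fluorescence ratio across the kinetic read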
CHRM4 PAM = potentiates acetylcholine response at human M4 receptor. activation, % at 3 µM. CHO-K1 hM4/Gqi5, Fluo-8 calcium fluorescence, ACh EC20; 0% = ACh EC20, 100% = maximal ACh. hit rate 0.4% among 360,000. AID 624126;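 active = activation above its plate's cutoff, the mean activation of sample wells plus 3 SD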; also: some results filed as inactive read as strong as hits
Active calls of the source: *; · = no result given; & = joins results of further samples. Compounds were not picked by outcome. Share with any hit: about 2.9%.

SMILES	CRFBP-R2 block	CHRM4 agonist	IDE inh	CRFBP-R2 agonist	M5 PAM	M5 antag	CHRM4 antagonist	CHRM5 agonist	CHRM4 PAM
CCC(C)(C)NC(=O)C(c1ccccc1F)N(C(=O)c1ccn[nH]1)c1ccccc1 (stereo not given)	2	6	-10	-3.2	12	-5	-5	-1	0
Cc1nc(OCC(C)C)c2sc3nc4c(cc3c2n1)COC(C)(C)C4	-11	0	0	-0.1	1	4	-2	5	-3
O=C(Nc1ccccc1)N1CCN(c2ccc(F)cc2)CC1	13	2	10	-0.8	4	-2	0	0	-3
Nc1c(C(=O)OCC(=O)Nc2cccc([N+](=O)[O-])c2)[nH]c(=O)[nH]c1=O	12	0	-2	-1.1	-2	5	-2	1	5
CCc1ccccc1NC(=O)CCC(=O)Nc1nnc(C(C)C)s1	-1	0	-2	-0.2	-4	14	8	-5	9
O=C(CSc1nccn1-c1ccc(Cl)cc1)N1CCCc2ccccc21	-1	2	2	-1.1	0	1	3	-6	-5
CCN(C(=O)CSc1nnc(-c2ccc(OC(F)F)cc2)n1N)C1CCS(=O)(=O)C1 (stereo not given)	11	1	5	-0.9	0	-5	-9	0	13
COc1ccc(C#Cc2c(-c3ccsc3)oc3ccc(-c4cc(OC)c(OC)c(OC)c4)cc23)cc1	-10	2	-2	4.3	9	1	11	0	-4
CN1CCN(C(=S)c2ccc(Cl)cc2)CC1	8	0	6	1.2	9	-11	-3	-2	-6
N#CC(=C1C=C(Br)C(=NO)C=C1Cl)c1ccc(Cl)cc1	3	8	·	4.9	-4	9	-1	2	-5
CN(/N=C/c1ccc(Cl)cc1)c1ncc(Cl)cc1C(F)(F)F	-25	1	-11	-0.1	-1	-3	-3	2	4
O=C(NCc1ccccc1)c1ccc(NS(=O)(=O)c2cccs2)cc1	0	1	8	1.3	-4	1	11	1	-3
CC(NC(=O)c1c(O)c2ccccc2[nH]c1=O)c1ccccc1 (stereo not given)	11	1	1	-1.0	3	-13	-8	6	1
Cc1cccc(C)c1OCCCCN1CCNCC1	-2	3	2	1.0	4	5	-9	0	8
COc1ccccc1NC(=O)CC(=O)CSc1nnc(-c2ccc(C)cc2)n1-c1ccccc1	-3	1	0	-3.8	-5	-3	-4	-3	4

3 compounds out of the list, sorted by molar mass, ascending:
SMILES	CRFBP-R2 block	CHRM4 agonist	IDE inh	CRFBP-R2 agonist	M5 PAM	M5 antag	CHRM4 antagonist	CHRM5 agonist	CHRM4 PAM
CC(NC(=O)c1c(O)c2ccccc2[nH]c1=O)c1ccccc1 (stereo not given)	11	1	1	-1.0	3	-13	-8	6	1
CN(/N=C/c1ccc(Cl)cc1)c1ncc(Cl)cc1C(F)(F)F	-25	1	-11	-0.1	-1	-3	-3	2	4
N#CC(=C1C=C(Br)C(=NO)C=C1Cl)c1ccc(Cl)cc1	3	8	·	4.9	-4	9	-1	2	-5

Further structures
SMILES	CRFBP-R2 block	CHRM4 agonist	IDE inh	CRFBP-R2 agonist	M5 PAM	M5 antag	CHRM4 antagonist	CHRM5 agonist	CHRM4 PAM
O=[N+]([O-])c1ccccc1/C=C/C=N/n1c(-c2cc(-c3ccccc3)n[nH]2)n[nH]c1=S	23	0	8	-1.5	9	-3	6	1	-8
N#Cc1ncccc1CCc1cccc(Cl)c1	3	3	3	-0.1	-1	4	-10	-2	-11
O=C(CC(Nc1cccc(Cl)c1Cl)C(=O)OCC(=O)c1cccs1)c1ccccc1 (stereo not given)	-12	1	-9	-1.1	4	1	5	0	-3
COc1cc(CN(C)C(C)C(=O)Nc2ccc([N+](=O)[O-])cc2Cl)ccc1OC(F)F (stereo not given)	37	1	-1	-1.1	6	-8	-1	1	17
COc1ccccc1-c1c(C)nn2c(N3CCC(C)CC3)cc(C)nc12	3	0	1	-3.4	-4	6	8	0	-5
Cc1cc(OCCn2cnc3ccccc3c2=O)cc(C(C)C)c1	-7	0	3	-2.5	-7	7	1	-2	-17
O=C(Nc1ccc(F)cc1)C(c1ccccc1OC(F)(F)F)N1CCN(c2cccc(C(F)(F)F)n2)CC1 (stereo not given)	·	0	·	·	-12	4	-6	-1	-7
CC1=C(C(=O)Nc2ccccc2F)C(c2ccsc2)C2=C(CC(c3ccccc3)CC2=O)N1 (stereo not given)	24	1	5	0.0	4	1	2	-6	14
O=C(c1ccc2c3c(cccc13)CC2)N1CCOCC1	16	0	-4	2.5	2	3	-4	-5	1
COc1ccc(COc2ccccc2C(=O)Nc2ccccn2)cc1[N+](=O)[O-]	27	4	9	-3.6	-3	-5	1	1	-8
COc1ccccc1/C=C/C=N/N1CCN(c2ccccn2)CC1	3	1	-8	-2.2	-2	2	-5	-4	5
CC(=O)Nc1ccc(C2(O)COc3ccccc3O2)cc1 (stereo not given)	-1	2	4	4.0	-1	-5	3	1	-5
O=C(CCN1CCC(c2cccs2)=N1)c1cccs1	-53	2	3	69*	11	2	0	3	-1
CCOc1ccc(/C(C)=N/NC(=O)c2nnn(-c3nonc3N)c2-c2cccs2)cc1	-34	4	-5	6.9	-2	9	8	2	0
CCOC(=O)c1c(CN2CCOCC2)oc2ccc(OC(C)=O)cc12	4	0	-1	-1.6	-3	6	5	3	0
CCOC(=O)c1[nH]cnc1C(=O)NC1CCCCC1	-3	0	3	-0.6	0	-4	-8	-6	1
CN(c1ccc(C(=O)N2CCCCCC2)cc1)S(=O)(=O)c1ccc(Cl)cc1	8	15	0	-0.6	-15	20	8	2	-8
O=C(N/N=C/c1ccccn1)c1ccc(NC(=O)c2ccccc2Cl)cc1	8	7	-3	-0.2	-3	5	9	1	-10
O=C(COC(=O)C1CC1)NC(=O)c1ccccc1	6	1	-4	-1.4	8	6	-7	0	12
CCOC(=O)C1=C(O)/C(=C\c2ccc(OC)c(OC)c2)N=C1C	-22	3	-1	0.3	-2	1	-1	2	4
Cc1ccccc1C(=O)N1CC(=O)Nc2ccc(F)cc2C1c1ccc(F)cc1 (stereo not given)	-7	4	-3	0.3	-1	3	1	-1	-7
Cc1cccc(CNC(=O)c2ccc3nc(Cc4ccccc4F)oc3c2)n1	-9	4	0	-0.8	2	0	7	5	-2
COc1ccc(NC(=O)CSc2cc(C)ccc2C)cn1	1	1	3	0.9	-1	10	3	1	-7
Cc1cc(SCC(=O)Nc2cccc(S(=O)(=O)NC3=NCCCCC3)c2)nc2ccccc12	-2	6	5	0.7	-2	-3	7	-3	-15
O=C(NCC(F)(F)F)Nc1ccccn1	-10	2	3	0.5	0	0	-1	0	6
Cc1noc(C)c1CSCC(=O)N(C)CC(=O)Nc1ccc(F)cc1	-8	1	4	1.6	16	-8	-3	-2	22
Cc1cc(C)nc(NC(=NCCc2c[nH]c3ccccc23)NC(=O)c2ccco2)n1	2	10	3	-1.9	-14	13	12	2	-1
O=C(Nc1ncccc1O)c1cccc(S(=O)(=O)N2CCN(c3ccc(F)cc3)CC2)c1	3	6	·	-0.1	2	-3	-15	2	-1
O=C(COc1ncnc2c(Cl)cc(Cl)cc12)NCCC1=CCCCC1	-16	0	-2	3.0	4	-1	-2	-2	1
Cc1ccc(OCCN(C)C(=O)c2cc(COc3ccc(F)cc3F)on2)cc1	8	1	-4	-2.8	-3	4	-14	-4	-1
Cc1ccccc1-n1c(SCC(=O)N2CCCCC2)nc(O)cc1=O	-11	1	·	1.0	0	10	-3	-4	-3
CCNC(=O)COc1cc(C)c(Br)c(C)c1	16	1	3	-3.5	0	14	-4	-1	-3
Cc1csc2nc(CNS(=O)(=O)N(C)C)cn12	13	0	-1	-0.1	1	-2	-5	2	-4
CC(C)CC(=O)N1CCN(C(=O)c2ccc(-c3ccccc3)cc2)CC1	13	2	9	-2.3	-1	7	3	-2	0
CCCOC(=O)C(=O)NNc1ccccc1	-4	2	0	0.8	-1	2	-7	1	3
COc1cc([N+](=O)[O-])ccc1NC(=O)Oc1ccc(NC(C)=O)cc1	14	2	3	-0.9	5	-5	-6	-2	6
CSc1ccc(C(c2c(C)[nH][nH]c2=O)c2c(C)[nH][nH]c2=O)cc1	-12	1	-2	-2.4	5	8	7	0	-1
Cn1c(=O)c2[nH]c(C=Cc3ccc4c(c3)OCO4)nc2n(C)c1=O	1	1	·	-2.5	8	-10	-13	-4	4
CCC(C)(C)NC(=O)CN(Cc1cccs1)C(=O)C(=O)Nc1ccc2c(c1)OCCO2	-4	12	-2	0.7	2	-11	-23	1	9
COc1ccc(OCc2cc(C(=O)NC3CCc4ccccc43)no2)c(Cl)c1 (stereo not given)	-4	1	0	1.8	-5	7	-7	-2	1
O=C(CN(C(=O)CSc1nnc(COc2ccccc2)o1)c1ccc(F)cc1)NC1CCCCC1	3	1	-6	-1.3	8	-2	-4	3	2
CCOc1ccccc1NC(=O)CSc1nnc(CNC(=O)c2ccccc2F)o1	9	2	-5	0.5	-1	10	-10	1	-2
COCCNC(=S)N(Cc1cccs1)Cc1cc2cccc(C)c2[nH]c1=O	-36	18	1	-5.9	-17	22	-4	-1	3
NC(Cc1ccc(Cl)cc1)c1csc(NC(=O)NCCc2ccccc2)n1 (stereo not given)	·	25	·	·	4	8	26	5	-2
COc1ccc2c(CN3CCN(C(C)=O)CC3)cc(=O)oc2c1	·	1	·	·	4	0	-3	-1	0
N=c1sccn1CC(=O)NCCc1ccc(Cl)cc1Cl	7	0	3	-0.9	-9	7	35*	-7	-18
CCNC(=O)NS(=O)(=O)c1cnccc1Nc1cccc(Cl)c1	22	2	-1	-3.0	1	-1	8	-3	-1
Cc1cc(NC(=O)c2ccc(-c3ccccc3[N+](=O)[O-])o2)no1	11	3	-2	-3.3	-5	1	4	-1	1
COc1cc(NC(=O)CCS(=O)(=O)c2ccc3c(c2)n(C)c(=O)c(=O)n3C)cc(OC)c1	16	-3	5	0.6	0	0	4	0	-7
CCOC(=O)c1sc2c(c1C)c(=O)n(CCO)c(=O)n2Cc1ccccc1	11	3	1	-0.5	-3	8	-15	-4	3
Cc1cccc(N2CCN(C(c3ccccc3)c3nnnn3C(C)(C)C)CC2)c1C (stereo not given)	24	0	-4	0.8	-3	3	-2	-5	12
COc1cc(NC(=O)c2csc(-c3ccncc3)n2)cc(C(=O)Nc2cccc(C(F)(F)F)c2)c1	19&-29	3&3	2	-0.3&4.3	-7&1	6&2	-1&-1	2&5	-1&4
CC1(Oc2ccc(Cl)cc2)CCN(Cc2ccc(OC(F)(F)F)cc2)C1 (stereo not given)	·	0	·	·	-4	4	-10	-1	-1
COc1ccc(Cl)cc1CN1C(=O)NC2(CCCCCC2)C1=O	-20	4	-7	0.1	-2	11	-13	0	9
O=C(CSc1ncccn1)N1CCc2ccccc2C1	8	2	0	0.1	0	-2	0	-1	2
CN(C(=O)c1cnc(N2CCN(c3ncccn3)CC2)c2ccccc12)c1ccc(Cl)cc1	5	1	0	9.5	-3	-3	-7	-3	-1
O=C(Cc1ccccc1)Nc1nnc(-c2ccccc2)o1	22	1	-1	-0.4	-1	-4	-14	1	10
CN(C)S(=O)(=O)c1ccc(C(=O)Nc2ccc(S(=O)(=O)NC3=NCCCCC3)cc2)cc1	-4	1	5	2.0	-3	-1	-3	-7	-1
COc1ccccc1C(=O)NC(=O)COC(=O)c1ccc([N+](=O)[O-])cc1Cl	5	0	5	0.7	4	-7	-4	2	2
CCOC(=O)c1c(NC(=O)C2CCCN(S(=O)(=O)c3ccccc3)C2)sc2c1CCCC2 (stereo not given)	-18	0	5	-0.3	1	-3	-4	-2	2
CC(C)(C)c1ccc(C(=O)N2CCN(C(=O)c3ccco3)CC2)cc1	0	1	3	-2.5	-4	-1	8	-1	-1
CCNC(=O)/C(C#N)=C/c1c(N2CC(C)OC(C)C2)nc2ccccn2c1=O (stereo not given)	-9	4	-3	2.1	-1	0	21	-2	6

Screens (PubChem BioAssay)
